ASM inhibitor: human S-ASM enzyme inhibition; placental ASM, HMU-PC fluorogenic substrate, 60 min; Potency, µM (highest dose often 57.5 µM), for the others: top-dose activity change, negative = inhibition, most hits filed as inhibitors; 340,000 tested, 0.006% active; AID 504937; note: potency is the fitted concentration of half-maximal effect
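Steps: dispense placental human ASM, pin compound, wait 10 min at room temperature, add HMU-PC0 substrate at 9 uM final, incubate 60 min at 37 °C, add stop solution raising pH to 10, read fluorescence.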
Tb PFK block: blocks T. brucei phosphofructokinase; T. brucei PFK, ADP-Glo luminescence; Potency, µM (highest dose often 57.5 µM), inactives show at the top dose activity, negative = inhibition, most hits filed as inhibitors; 330,000 tested, 0.17% active; AID 485367;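 note: potency is the fitted concentration of half-maximal effect; 0% = uninhibited 1x PFK enzyme wells and -100% = no-enzyme wells; nearly all actives have a fitted effect of over 60% in size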
Target sequence (O15648 whole entry, looked up): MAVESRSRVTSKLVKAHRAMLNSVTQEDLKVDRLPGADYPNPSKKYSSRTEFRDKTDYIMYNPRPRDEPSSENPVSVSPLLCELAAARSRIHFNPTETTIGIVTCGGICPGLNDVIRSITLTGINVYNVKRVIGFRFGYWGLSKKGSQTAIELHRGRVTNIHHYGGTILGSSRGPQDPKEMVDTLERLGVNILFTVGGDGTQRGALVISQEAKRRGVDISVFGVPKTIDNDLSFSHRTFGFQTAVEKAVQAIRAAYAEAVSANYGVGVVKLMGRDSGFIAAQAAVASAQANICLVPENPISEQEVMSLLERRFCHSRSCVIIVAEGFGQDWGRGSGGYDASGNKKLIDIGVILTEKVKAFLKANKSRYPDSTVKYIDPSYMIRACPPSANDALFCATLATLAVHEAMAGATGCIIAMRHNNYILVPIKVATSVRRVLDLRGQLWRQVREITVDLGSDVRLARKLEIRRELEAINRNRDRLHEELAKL
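Compounds were pin-transferred as a titration series up to 57 uM into substrate buffer (0.5 mM F6P, 0.1 mM ATP, pH 8.0), then 1.25 nM PFK was added and reactions ran 45 min before ADP-Glo detection.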
FBPA coupling cs: inhibits coupling enzyme system, counter-screen for aldolase hits; coupling enzyme system counterscreen, AmpLite Red fluorescence; activity change, negative = inhibition, % at 58.2 µM, hits read low; 290,000 tested, 0.67% active; AID 2472; in the data active = activity change below about -30%; note: % is set by controls: 0 for no effect and ±100 for the full control effect
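Final compound at 57.5 uM, incubated 10 min at RT with coupling enzyme reagent (glyceraldehyde-3-phosphate), then 20 min with substrate and AmpLite Red detection. Fluorescence read at 525/598 nm; tests interference with the coupling assay, not aldolase inhibition.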
Giardia killer: Giardia lamblia killing; Giardia lamblia trophozoite viability; 340,000 tested, 0.15% active; activity change, % at 7.66 µM, hits read low; in the data active = activity change below about -80%; inconclusive = between about -30% and that limit;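 note: parasites exposed to compound for two days anaerobically before the ATP read; % is set by controls: 0 for no effect and ±100 for the full control effect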
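ATP-content bioluminescence gauges trophozoite survival. Cells (100/well) receive compound and incubate anaerobically for 48 hrs at 37 deg C; detection reagent follows for 15-30 min at room temperature.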
TSG101-PTAP inh: blocks PTAP/TSG101 interaction to inhibit HIV-1 budding; Fluorescence polarization, FITC-PTAP peptide / Tsg101 binding; AID 493005; 340,000 tested, under 10 active; Potency, µM (titrated, usually from 115 µM), for inactives: at the highest dose activity change, negative = inhibition, most hits filed as inhibitors; active = well fitted inhibition curve with a large enough effect in the main read-out, with a control signal flat, not every such curve was filed as active; inconclusive = small, poorly fitted or top-dose-only effect, or effect the other way, or a change in a side signal; inactive = no such curve, though single readings can be large or run the other way; note: potency is the fitted concentration of half-maximal effect; % of control where 0% means no effect
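Fluorescence polarization binding of Tsg101 binding domain (10 uM final) to FITC-labeled PTAP peptide (50 nM final) in HEPES pH 7.5 buffer with NaCl, Tween 20, EDTA, TCEP. Compounds added before peptide; binding 20 min at RT.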
Menin MLL FP TR: displaces Texas Red mutant MLL peptide from human menin; O00255; Menin + Texas Red MLL mutant peptide, fluorescence polarization; Potency, µM (highest dose often 61.6 µM), inactives show at the top dose FP activity change, negative = inhibition, actives largely listed as inhibitors; 270,000 tested, 0.23% active; active = well fitted inhibition curve with a large enough effect in the polarisation, with a control signal flat, not every such curve was filed as active; inconclusive = small, poorly fitted or top-dose-only effect, or effect the other way, or a change in a side signal; inactive = no such curve, though single readings can be large or run the other way; the % refers to the polarisation; note: potency is the fitted concentration of half-maximal effect; % of control where 0% means no effect; many of its hits are not listed in these tables
PKM2 act: activators of human pyruvate kinase M2; P14618; purified PKM2, Kinase-Glo ATP luminescence, activation; response scale: 0% is enzyme alone, no compound; Potency, µM (series often up to 57.5 µM), for inactives: top-dose activation, hits mostly activators; 260,000 tested, 0.34% active; AID 1631; note: potency is the fitted concentration of half-maximal effect; % is set by controls: 0 for no effect and ±100 for the full control effect; nearly all actives have a fitted effect of over 55% in size
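Kinase-Glo luminescence reports ATP generated from ADP (0.1 mM) and PEP (0.5 mM) by purified hPK-M2 after 1 h at room temperature, pH 7.2 imidazole buffer; intermediate enzyme activity allows detecting inhibitors and activators.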
GALK inhibitor: galactokinase (human) inhibition | Purified GALK, Kinase-Glo residual ATP luminescence | P51570 | Potency, µM (doses to about 57.5 µM), for inactives: at the top dose activity change, negative = inhibition, usual class: inhibitors | 270,000 tested, 0.007% active; note: potency is the fitted concentration of half-maximal effect; % is set by controls: 0 for no effect and ±100 for the full control effect
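Compounds were pin-transferred into ATP buffer (35 uM final), then GALK plus galactose (5 nM, 100 uM final) was added. After 1 h at room temperature, Kinase-Glo Plus was added and luminescence read after 10 min.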
Integrin act MD: activators of alpha7 integrin expression for muscular dystrophy | alpha7betagal myoblasts, beta-gal FDG fluorescence, 48 h | Potency, µM (titrated, usually from 38.3 µM), for the others: at the top dose activation, hits mostly activators | 350,000 tested, 0.064% active;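 note: potency is the fitted concentration of half-maximal effect; 100% = response of the positive control SU9516; nearly all actives have a fitted effect of over 60% in size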
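alpha7betagal+/- myoblasts (passage 13, 250/well) treated 48 h at 37C with compounds at 1:260 dilution of DMSO stock. Lysed, then beta-galactosidase activity read as FDG fluorescence (ex 480/em 540) after 30 min, with pre-read for autofluorescence.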
B2AR arrestin: beta2AR (human) beta-arrestin recruitment activity; Potency, µM (top dose mostly 46.1 µM), inactives show top-dose activation, actives largely listed as activators; P07550; beta-arrestin recruitment to beta2AR, cell-based reporter; 330,000 tested, 0.02% active;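 note: potency is the fitted concentration of half-maximal effect; 0% = DMSO controls and full agonism = EC100 isoproterenol or metaproterenol; nearly all actives have a fitted effect of over 65% in size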
Target sequence (P07550 whole entry, looked up): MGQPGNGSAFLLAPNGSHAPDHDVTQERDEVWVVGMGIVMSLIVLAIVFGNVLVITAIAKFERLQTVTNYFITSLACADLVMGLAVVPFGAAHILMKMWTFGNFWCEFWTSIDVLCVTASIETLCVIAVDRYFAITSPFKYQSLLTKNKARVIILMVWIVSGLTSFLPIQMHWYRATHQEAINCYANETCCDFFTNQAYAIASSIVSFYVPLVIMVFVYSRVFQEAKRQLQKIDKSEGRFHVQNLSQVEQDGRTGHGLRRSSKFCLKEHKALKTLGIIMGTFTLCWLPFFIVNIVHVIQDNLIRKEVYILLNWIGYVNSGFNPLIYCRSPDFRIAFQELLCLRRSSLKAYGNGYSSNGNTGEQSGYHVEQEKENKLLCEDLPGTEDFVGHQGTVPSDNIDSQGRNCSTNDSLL
Chronic BCR inh: inhibitors of chronic active B-cell receptor signaling; ABC-DLBCL IkBa-CBG/CBR reporter, luminescence ratio, 4 h; Potency, µM (highest dose often 46.1 µM), without a hit: top-dose ratio change, negative = lower green/red ratio, actives largely listed as inhibitors; 340,000 tested, 0.05% active; active = well fitted inhibition curve with a large enough effect in the signal ratio, with a control signal flat, not every such curve was filed as active; inconclusive = small, poorly fitted or top-dose-only effect, or effect the other way, or a change in a side signal; the % refers to the signal ratio;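 note: potency is the fitted concentration of half-maximal effect; plate controls were basal doxycycline-induced cells for no effect and cells given 10 µM MG132 for full effect; MG132 reads +100%, hits lower the ratio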
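TMD8 human ABC-DLBCL cells with doxycycline-inducible IκBα–green luciferase fusion and unfused red luciferase, in 0.5% FBS medium; compounds up to 46 uM, 4 h at 37C. Green/red luminescence ratio, filter-overlap corrected, fitted to concentration-response curves.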
The depositor's hits bear a star; ? = inconclusive; nt = not tested or not shown; & = joins results of further samples; [ ] = remark or other dose. Unless noted, calls come from the whole dose curve; as a rule, active = well fitted curve in the direction sought with a large enough effect; inconclusive = small, poorly fitted or top-dose-only effect, or another doubt; inactive = no such curve, though single readings can be large; an effect the other way counts as inactive or inconclusive. Some of the compounds tested, so the mix of outcomes need not match the whole.

SMILES | ASM inhibitor | Tb PFK block | FBPA coupling cs | Giardia killer | TSG101-PTAP inh | Menin MLL FP TR | PKM2 act | GALK inhibitor | Integrin act MD | B2AR arrestin | Chronic BCR inh
COc1ccc(OC)c2c(N3CC(C)OC(C)C3)cc(C(F)(F)F)nc12 (stereo unspecified) | 88%[activator] | 7% | -1 | -12 | -5% | ? | 3% | 2% | -3% | -1.1% | ?
CCCOc1ccccc1C(=O)NCCCC(=O)O | 4% | 0% | 5 | 4 | -4% | ? | -5% | 6% | 2% | 0.2% | 2%
Fc1cccc(C2NC(=S)NC3=C2N2CCC3CC2)c1 (stereo unspecified) | 1% | 4%[0.46 µM] | -2 | 35[activator] | -1% | -6% | -5% | 0% | -23% | 0.4% | 3%
O=C(NNC(=O)c1cccc(S(=O)(=O)N2CCN(c3ccccc3)CC2)c1)c1ccc(Cl)cc1 | 0% | 0% | 7 | 8 | 2% | -9% | -6% | 0% | 12% | -0.4% | -10%
CCOC(=O)Nc1cc(OCC)c(NC(=O)C2CC2)cc1OCC | 4% | -1% | -3 | 10 | -1% | -8% | -1% | -1% | -11% | -0.1% | -20%
COc1ccc(-c2nonc2NC(=O)c2oc3ccc(F)cc3c2C)cc1OC | -2% | 0% | 1 | -10 | -1% | ? | nt | -11% | 21% | 3.1% | ?
O=C(O)c1ccc(/C=N/N2CCN(c3ccccc3)CC2)cc1 | -3% | 3% | -2 | 20 | 1% | -9% | 0%[11.5 µM] | -1% | -15% | -0.3% | 1%
O=S(=O)(c1ccccc1F)N1CCN(Cc2nc3ccccc3[nH]2)CC1 | -1% | -30% | -17 | 6 | -1% | -2% | 9% | 0% | -25% | -0.6% | ?
C=CCc1ccc2oc(C(=O)OCC)cc(=O)c2c1O | -4% | -3% | -2 | -9 | 1% | nt | 7% | nt | 20% | 3.5% | 7%
Cc1ccc(Nc2ccc(N3CCN(c4ccc([N+](=O)[O-])cc4)CC3)nn2)cc1 | -1% | 0% | 0 | -19 | -5% | 20% | 3% | 0% | 9% | -0.1% | 4%
O=C(c1ccccc1)c1ccc(N2CCOCC2)c(F)c1 | 5% | -3% | -2 | 0 | -1% | -2% | 13% | 0% | 6%[7.66 µM] | 0.0% | -11%
CCOc1ccc(Br)cc1S(=O)(=O)Nc1ccc(Cl)c(S(=O)(=O)N(CC)c2ccccc2)c1 | -1% | 2% | -5 | 6 | 4% | -1% | 3% | 0% | -17% | -2.9% | 12%
Cc1cc(NC(=O)c2ccc(Cn3nc(C)c(Br)c3C)o2)no1 | 8% | -5% | 1 | 3 | 3% | 4% | 1% | 0% | ? | -0.2% | 2%
O=C(O)CCCNC(=O)Cc1ccccc1 | 5% | 0% | 4 | -6 | -13% | nt | -1% | 1% | 5% | -0.4% | 6%
O=C(NCc1ccc2c(c1)OCO2)c1cc2c(s1)CS(=O)(=O)C2 | 13% | 0% | -1 | -16 | -9% | 20% | 12% | 0% | 15% | 0.1% | -6%
CSc1ccc(S(=O)(=O)NC(C)c2ccccc2)cc1 (stereo unspecified) | -2% | -1% | 2 | -1 | 0% | 6% | -2% | 3% | -1% | 0.3% | 2%
CCOc1ccccc1/C=C/c1nc2ccccc2[nH]c1=O | 433%[activator] | -1% | -10 | -12 | 0% | 0% | -12%[11.5 µM] | 7% | 5% | -0.7% | ?
O=S(=O)(Nc1cccc(S(=O)(=O)N2CCCC2)c1)c1ccc(Cl)s1 | -1% | -7% | nt | 8 | 1% | nt | nt | nt | 2% | 0.0% | 4%
CCN1C(=O)[C@H]2[C@@H](c3ccc(-c4ccc(Cl)c(Cl)c4)c(OC)c3)N3CCCC[C@@]3(C(=O)OC)[C@H]2C1=O | -9% | 6% | nt | 19 | -1% | nt | nt | nt | -36% | 0.3% | -1%
COc1ccc(S(=O)(=O)Nc2ccccc2-c2nnn(CC(=O)Nc3ccccc3OC)n2)cc1 | -1% | -1% | -1 | 11 | -1% | -11% | 2% | 0% | -38% | -0.9% | 1%
CCOCCCNC(=S)N1CCN(c2nc(-c3ccc(F)cc3)cs2)CC1 | -11% | -4% | 2 | 3 | -2% | 34%[activator] | 4% | 3% | -19% | 0.4% | -1%
CC(=O)Nc1ccc(S(=O)(=O)NCC2CCC(C(=O)N3CCCCCC3)CC2)cc1 (stereo unspecified) | 0% | -3% | 2 | 22 | -11% | 14% | -4% | 0% | 13% | 3.0% | 10%
Cc1ccc(-c2noc(CN3CCN(C(c4ccccc4)c4ccccc4)CC3)n2)cc1 | -8% | -5% | 5 | -15 | -6% | -14% | 0% | -1% | 0% | -0.2% | 1%
CC(C)c1ccc(-n2cccc2/C=C2/C(=N)N3C=CSC3=NC2=O)cc1 | -9% | 7% | 1 | 19 | 1% | -1% | 0% | 0% | -5% | -0.2% | 6%
COc1cccc(NC(=O)NC2CC(=O)N(c3ccc4c(c3)OCCO4)C2)c1 (stereo unspecified) | 0% | -1% | nt | 2 | 2% | nt | nt | nt | 20% | -0.6% | -25%
CC(C)C(OC(=O)c1cccs1)C(=O)NCCc1ccccc1 (stereo unspecified) | 1% | 0% | 0 | 7 | 0% | 2% | -1% | 4% | -9% | 0.5% | 10%
CC(/C=C/c1ccco1)=N/NC(=O)OC(C)(C)C | -1% | -1% | 0 | -17 | 1% | 12% | 12% | -2% | 8% | 0.2% | -10%
C=CCc1c(Cl)nc(C)nc1NCc1ccccc1 | 0% | -10% | 1 | -21 | -2% | -7% | 2%[11.5 µM] | -3% | -15% | -0.1% | -1%
Cc1cccc(C(=O)OCC(=O)Nc2c(C)n(C)n(-c3ccccc3)c2=O)c1O | 7% | -2% | nt | -21 | -13% | nt | nt | nt | 14% | -0.2% | 1%
CC(=O)c1cccc(OCC(O)CNCC2CCCCC2)c1 (stereo unspecified) | 0% | 2% | -1 | 2 | 1% | -20% | nt | -4% | -26% | -0.8% | 1%

Reprinted at random: two records from the list, in no set order.
SMILES | ASM inhibitor | Tb PFK block | FBPA coupling cs | Giardia killer | TSG101-PTAP inh | Menin MLL FP TR | PKM2 act | GALK inhibitor | Integrin act MD | B2AR arrestin | Chronic BCR inh
CC(C)c1ccc(-n2cccc2/C=C2/C(=N)N3C=CSC3=NC2=O)cc1 | -9% | 7% | 1 | 19 | 1% | -1% | 0% | 0% | -5% | -0.2% | 6%
COc1cccc(NC(=O)NC2CC(=O)N(c3ccc4c(c3)OCCO4)C2)c1 (stereo unspecified) | 0% | -1% | nt | 2 | 2% | nt | nt | nt | 20% | -0.6% | -25%

Additional results.
SMILES | ASM inhibitor | Tb PFK block | FBPA coupling cs | Giardia killer | TSG101-PTAP inh | Menin MLL FP TR | PKM2 act | GALK inhibitor | Integrin act MD | B2AR arrestin | Chronic BCR inh
N#Cc1ccc(C23CC4(C2)[C@H](CN(Cc2ccc(-c5ccccc5)cc2)[C@@H]4c2ccccc2)C3c2ccccc2)cc1 (stereo partly specified) | 2% | -1% | 4&3 | -5 | -6% | 8% | 1%&-5% | 4% | -29% | -0.1% | -1%
Cc1ccc(F)cc1NC(=O)CSc1n[nH]c(N)n1 | -1% | -7% | nt | -13 | -2% | nt | nt | nt | -6% | 0.0% | 3%
C[n+]1ccn(CC(=O)c2cccs2)c1 | 9% | 1% | 0 | ? | -1% | 19% | 0% | -6% | 8% | -0.7% | 0%
CCN(CC)CCNC(=S)Nc1ccc2nc(N3CCN(CC)CC3)cc(C)c2c1 | 143%[activator] | 3% | 1 | -29 | -1% | -3% | nt | 1% | -56%[inhibitor] | -0.3% | -6%
COC(=O)Nc1nnc(-c2ccccc2OC)s1 | -1% | 0% | -2 | 4 | 1% | nt | -15% | nt | 23% | -1.0% | -1%
CCN1CCN(S(=O)(=O)c2cc(C)c(OC)cc2C)CC1 | 8% | -6% | 0 | -5 | -3% | -12% | 3% | 1% | 3% | -0.3% | 13%
CCOC(=O)C1(Cc2cccc(OC)c2)CCN(Cc2cccc3cnccc23)CC1 | 2% | -1% | -11 | 12 | -1% | ? | -9% | 2% | ? | -0.1% | -6%
